From PubChem BioAssay
ARFGAP1 inhibitor: inhibitors of rat ARFGAP1 GAP activity, primary screen, biochemical, fluorescence polarization, GDP tracer. ADP-ribosylation factor GTPase-activating protein 1 (Rattus norvegicus), Q62848. inhibition, % at 16.5 µM. AID 651572, 2012. hit rate 0.26% among 360,000. Arfgap1-stimulated ARF1 GTP hydrolysis, GDP FP detection;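 active means inhibition above a per-plate limit, mean inhibition of low control wells plus 3 SD, cut at about 25% in these data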;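 further: 0% = DMSO wells with enzyme and 100% = wells lacking Arfgap1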
Target sequence (Q62848 1-136 limits assumed): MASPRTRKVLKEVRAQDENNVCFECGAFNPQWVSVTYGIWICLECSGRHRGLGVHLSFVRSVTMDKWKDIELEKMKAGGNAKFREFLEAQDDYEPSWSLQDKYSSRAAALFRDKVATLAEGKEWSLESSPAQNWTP
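System: truncated rat Arfgap1 GAP domain / Benchmarks: high control wells lacking Arfgap1, low control full reaction with DMSO / Times: compound-enzyme preincubation 20 min, reaction 120 min, detection 60 min, 25 °C / Repeats: one replicate per compound / Also added: human ARF1(Δ1-17)-GTP substrate / Measured by: Tracer-displacement fluorescence polarization with EDTA stop, 620/688 nm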
PLC-beta3 inh: human PLC-beta3 inhibitors, primary screen, biochemical, fluorescence; hit rate 0.18% among 370,000; Purified PLC-beta3, fluorogenic substrate; inhibition, % at 12.2 µM; in the data active means inhibition above about 11%;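 further: 0% = median of compound wells on plate and 100% = full blocker control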
ADAM10 inh: human ADAM10 inhibitors, primary screen, biochemical, QFRET, HTS; Disintegrin and metalloproteinase domain-containing protein 10 (Homo sapiens), O14672; recombinant ADAM10, EDANS/DABCYL FRET peptide cleavage, 3 h; inhibition, % at 7 µM; hit rate 0.62% among 370,000; AID 720582, 2013;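 active means inhibition above a per-campaign cutoff equal to the mean of compounds falling between control-based bounds plus 3 SD, cut at about 20% in these data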;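 further: 0% = DMSO wells while the 100% control is not disclosed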
SIAE inh: human SIAE inhibitors, primary screen, biochemical, fluorescence polarization, FP-Rh probe, 1536-well HTS; Sialate O-acetylesterase (Homo sapiens), Q9HAT2; SIAE FP-Rh probe binding; inhibition, % at 9.66 µM; hit rate 0.69% among 370,000;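 active means inhibition above a cutoff: mean of compounds within the control limits plus 3 SD of those, cut at about 17% in these data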;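 further: 0% = plate median of compound wells and 100% = probe without SIAE protein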
ASAP1 inh: inhibitors of human ASAP1 ArfGAP activity, primary screen, biochemical, fluorescence polarization | inhibition, % at 16.5 µM | hit rate 0.19% among 360,000 | ASAP1-stimulated ARF1 GTP hydrolysis, GDP FP detection | Arf-GAP with SH3 domain, ANK repeat and PH domain-containing protein 1 (Homo sapiens), …; in the data active means inhibition above about 25%;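 further: 0% = vehicle with enzyme and substrate and 100% = no enzyme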
Tn7 DDE FP: inhibitors of Tn7 peptide binding to fibrin DD(E), primary screen, biochemical, fluorescence polarization, human fibrin, Tn7 probe; AID 720508, 2013; hit rate 0.13% among 370,000; FP displacement of FITC-Tn7 peptide from fibrin DD(E); 0% = median of compound wells per plate; Fibrinogen beta chain (Homo sapiens), P02675; inhibition, % at 8.3 µM;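 active means inhibition above the mean of compounds falling within the control limits plus 3 SD of them, cut at about 14% in these data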;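 further: 0% = plate median of compound wells and 100% = 10 µM Aha-Tn7 peptide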
Target sequence (P02675 whole entry, looked up): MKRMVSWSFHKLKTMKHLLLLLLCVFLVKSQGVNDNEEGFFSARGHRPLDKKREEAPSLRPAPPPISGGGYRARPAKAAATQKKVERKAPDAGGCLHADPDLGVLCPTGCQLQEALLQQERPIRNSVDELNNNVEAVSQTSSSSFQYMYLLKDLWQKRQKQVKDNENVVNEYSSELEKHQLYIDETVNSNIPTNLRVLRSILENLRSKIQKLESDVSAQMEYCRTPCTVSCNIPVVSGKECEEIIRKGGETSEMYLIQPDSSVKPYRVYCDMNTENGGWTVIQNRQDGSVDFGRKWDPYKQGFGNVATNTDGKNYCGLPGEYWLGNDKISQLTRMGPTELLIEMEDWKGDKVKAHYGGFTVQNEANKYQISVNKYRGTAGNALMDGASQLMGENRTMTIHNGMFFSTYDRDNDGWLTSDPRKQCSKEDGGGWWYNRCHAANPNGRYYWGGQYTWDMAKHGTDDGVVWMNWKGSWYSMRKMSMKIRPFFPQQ
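system = human fibrin DD(E) protein | quantity = DD(E) 2 µM final | medium = Tris/NaCl/CaCl2 buffer, pH 7.8 | also added = labelled Tn7 tracer, 0.1 µM | compound dosing = single point at 8.3 µM | timing = compound with protein 10 min, then 3 h after probe, room temperature | signal = FP measurement | benchmarks = Aha-Tn7 high control | repeats = one replicate per compound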
Tn6 DDE FP: inhibitors of Tn6 peptide binding to fibrin DD(E), primary screen, biochemical, fluorescence polarization, human fibrin, Tn6 probe. Fibrinogen beta chain (Homo sapiens), P02675. Fibrin DD(E) TRITC-Tn6 fluorescence polarization displacement. inhibition, % at 8.3 µM. hit rate 0.21% among 370,000. AID 720509, 2013;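 active means inhibition above a per-campaign cutoff: mean of compounds within control limits plus 3 SD, cut at about 15% in these data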;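 further: 0% = median of all compound wells on the plate and 100% = blocking peptide control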
TDP2 inh: human TDP2 enzyme inhibitors, primary screen, biochemical, epi absorbance, recombinant enzyme | Tyrosyl-DNA phosphodiesterase 2 (Homo sapiens), O95551 | T5PNP hydrolysis, p-nitrophenol absorbance 415 nm | inhibition, % at 12.8 µM | hit rate 0.34% among 370,000 | AID 720702, 2013;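 active means inhibition above the mean of all tested compounds plus 3 SD, set per campaign, cut at about 25% in these data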;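 further: 0% = DMSO with enzyme and 100% = buffer with substrate but no TDP2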
Target sequence (O95551 whole entry, looked up): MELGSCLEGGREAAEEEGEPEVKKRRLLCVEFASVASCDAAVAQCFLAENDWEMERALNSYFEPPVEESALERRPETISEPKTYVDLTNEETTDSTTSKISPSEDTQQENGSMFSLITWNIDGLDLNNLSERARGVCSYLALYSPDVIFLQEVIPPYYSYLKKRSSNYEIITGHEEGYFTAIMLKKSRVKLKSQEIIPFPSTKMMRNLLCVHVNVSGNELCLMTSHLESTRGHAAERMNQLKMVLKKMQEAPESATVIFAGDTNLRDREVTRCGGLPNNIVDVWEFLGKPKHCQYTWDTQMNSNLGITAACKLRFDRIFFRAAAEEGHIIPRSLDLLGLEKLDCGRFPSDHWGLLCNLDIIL
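System: recombinant human TDP2 / Amount: 120 nM TDP2 per well / Also added: 5 mM T5PNP chromogenic substrate / Doses: 12.8 µM single point, 1% DMSO / Incubation: 2 h at 37 °C / Detection: p-Nitrophenol epi absorbance / Evaluation: % inhibition relative to enzyme-containing and enzyme-free wells / Repeats: singlicate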
ADAM17 inh: ADAM17 inhibitors, primary screen, biochemical, QFRET; AID 720648, 2013; Disintegrin and metalloproteinase domain-containing protein 17 (Homo sapiens), P78536; inhibition, % at 6.95 µM; hit rate 0.83% among 370,000; recombinant ADAM17, EDANS/DABCYL FRET peptide cleavage;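 active means inhibition above the mean of compounds lying between control limits plus 3 SD, set per campaign, cut at about 8.5% in these data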;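 further: 0% = DMSO-only wells as the low control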
PLC-gamma1 inh: PLC-gamma1 enzyme inhibitors, primary screen, biochemical, fluorescence, purified enzyme; 1-phosphatidylinositol 4,5-bisphosphate phosphodiesterase gamma-1 (Homo sapiens), P19174; fluorogenic substrate; inhibition, % at 12.2 µM; hit rate 0.84% among 370,000; AID 720700, 2013; in the data active means inhibition above about 9.5%
Numbers without * were called inactive; / = no result given.

ARFGAP1 inhibitor	PLC-beta3 inh	ADAM10 inh	SIAE inh	Molecule	ASAP1 inh	Tn7 DDE FP	Tn6 DDE FP	TDP2 inh	ADAM17 inh	PLC-gamma1 inh
6	1	13	-1	COC(=O)C1(CCSC)NC(c2ccc(O)cc2)C2C(=O)N(c3ccc(F)cc3)C(=O)C21 (stereo not drawn)	-9	6	4	-4	1	1
7	2	1	-10	Cc1ccc(NCc2nnc(SCC(=O)Nc3cc(C)on3)n2C)cc1	-5	1	-2	-6	-6	-4
0	-6	-5	-1	CC1CCC(NC(=O)c2ccc3snnc3c2)CC1 (stereo not drawn)	22	-1	2	-13	-2	0
16	-13	-18	-2	O=C(Nc1cccc(F)c1)Nc1ccnn1C1CCN(C(=O)c2cscn2)CC1	-4	1	-6	-8	-5	1
2	-2	-4	-2	Nc1nnc(SCC(=O)Nc2cc(S(=O)(=O)N3CCOCC3)ccc2Cl)s1	-1	7	-5	-16	-5	1
-6	2	3	-10	CS(=O)(=O)N(CC(=O)NCC1CCCO1)c1cc(Cl)cc(Cl)c1 (stereo not drawn)	-2	5	2	-9	0	-3
-1	-23	-107	-7	CCOC(=O)C1CCN(C(=O)C(C)Sc2nnc3ccccn23)CC1 (stereo not drawn)	6	-4	-6	-3	-30	-18
1	-17	-8	2	O=C(NCc1cccnc1)C(=O)C1C(=O)Nc2ccccc21 (stereo not drawn)	-1	-5	1	10	-3	-8
9	1	8	-5	COc1ccc(CCNS(=O)(=O)c2ccc(C(=O)NCc3ccco3)cc2)cc1OC	9	1	6	-8	-1	-4
15	-7	-3	4	CC(=O)Nc1ccc2c(c1)CCc1ccccc1-2	-14	-4	0	7	-5	1
2	2	10	-3	COC(=O)[C@]12C[C@H](CC(=O)NCc3cccc(C(F)(F)F)c3)C(=O)N(Cc3ccccc3)C1=C[C@H](C(C)C)O[C@@H]2C1CC1	-3	6	-1	-9	6	-2
-7	3	6	-2	CN1C(=O)CSc2ccc(NC(=O)NCc3ccccc3)cc21	12	0	1	4	1	2
3	2	-6	-3	O=C(Cc1ccccc1)NNS(=O)(=O)c1ccc(F)cc1	3	2	-3	-4	0	1
13	1	1	-6	Cc1cccc(C)c1NC(=O)CN(C)CCc1ccccc1	-8	-3	-1	-1	0	3
-9	-2	5	-9	Cc1cccc(NC(=S)/N=C(\N)Nc2nc(C)c3ccc(C)cc3n2)c1	8	-2	3	-6	-1	-1
14	2	11	0	COc1ccccc1NS(=O)(=O)c1cc(NC(=S)NCCN2CCOCC2)ccc1N1CCOCC1	13	-1	-4	1	1	7
7	-2	-41	-20	CC1(C)Cc2c(sc3nc(SCC(=O)NCc4ccco4)n(-c4ccccc4)c(=O)c23)CS1	-7	4	5	3	-17	-5
-6	2	6	2	O=C1c2ccccc2S(=O)(=O)N1CC1CC(c2ccccc2Cl)=NO1 (stereo not drawn)	3	8	-5	5	3	3
-5	0	3	-6	CN(C(=O)CCl)C1CCCc2ccccc21 (stereo not drawn)	7	-2	-7	1	1	-1
4	1	-3	-17	NC(=O)CC(NC(=O)Cc1ccc(Br)cc1)c1ccc(NCCc2ccccc2F)c([N+](=O)[O-])c1 (stereo not drawn)	-7	-4	5	-1	-1	2
4	-63	-7	-4	COC(=O)c1ccc(NC(=O)c2ccccc2NS(=O)(=O)c2ccccc2)cc1	23	10	-5	6	-8	-51
1	-25	-8	1	COc1ccccc1Cn1c(=S)[nH]c2cc(C(=O)NCCCN3CCOCC3)ccc2c1=O	13	5	-10	-15	2	-14
6	2	5	-2	CCOc1ccc(CN(C(=O)c2oc3cc(C)ccc3c2C)C2CCS(=O)(=O)C2)cc1 (stereo not drawn)	-2	-3	1	3	1	-2
/	-5	11	-14	CCC(NC(=O)c1ccc2c(ccn2Cc2cccc(-c3ccc(C(=O)O)cc3)c2)c1)c1ccccc1 (stereo not drawn)	/	-8	-5	-4	-3	5
-7	-8	-14	7	CCCOC(=S)NC(=O)c1sc2ccccc2c1Cl	19	1	-4	-2	-7	-7
-2	-72	0	1	CN(C)c1cc(O)c(C(=S)Nc2ccccc2)c(N(C)C)c1	-5	8	4	4	-4	-53
7	-75	-29	3	Cc1ccn2c(Nc3ccccc3C)c(-c3ccncc3)nc2c1	-9	-7	-1	-2	-11	-69
6	2	-1	9	O=C(Nc1ccn(CC(=O)N2CCN(c3ccccn3)CC2)c(=O)n1)OCc1ccccc1	9	-2	6	-6	1	2
4	-5	5	5	Cc1ccccc1N(CC(=O)NCCc1ccccc1)C(=O)CCC(=O)Nc1ccccn1	-16	-1	1	6	-3	1
5	1	3	2	O=C(CCOc1ccccc1)Nc1ccc(S(=O)(=O)N2CCCC2)cc1	14	-1	-3	-2	3	1
13	6	5	-2	CCOc1ccc(C(=O)NCC(=O)Nc2ccc(N3CCOCC3)cc2)cc1OCC	-7	3	-3	-17	0	4
-1	-1	-1	-65	O=C(Nc1ccc(S(=O)(=O)N2CCc3ccccc3C2)cc1)c1ccccc1	-7	2	-3	11	-4	-3
/	0	1	4	COC(=O)[C@]12C[C@H](CC(=O)NCc3cccs3)C(=O)N(CCC3=CCCCC3)C1=C[C@H](C(C)C)O[C@@H]2C1CC1	/	7	0	2	-1	-1
-4	-12	-13	2	O=[N+]([O-])c1ccccc1CNCCCCCO	1	7	-5	-7	-9	-7
-2	2	3	9	O=C(NCc1ccccc1)C1CCN(S(=O)(=O)N2CCOCC2)CC1	1	4	-6	-8	2	0
8	2	29*	-7	C=C(C)COc1ccc(-c2[nH]ncc2-c2ccccc2OC)c(O)c1	3	-2	-6	-19	18*	5
4	-35	-10	1	N#CC(=C(O)COC(=O)Cc1c[nH]c2ccccc12)c1nc2ccccc2[nH]1	19	-9	4	4	-5	-21
-6	-5	-3	1	CC1CC(C)CN(C(=O)C2CCN(S(=O)(=O)c3ccc4c(c3)CC(C)N4C(=O)C3CC3)CC2)C1 (stereo not drawn)	14	-9	-3	3	-2	3
1	2	0	-7	NC1=NC(=O)/C(=C/c2ccc(Br)cc2)S1	4	-13	0	2	-1	3
-12	-1	-3	2	O=C1NC(c2ccccc2)Nc2c1sc(=S)n2-c1ccccc1 (stereo not drawn)	-11	1	-2	10	-5	-4
-6	-14	-2	-5	O=C(NCC(c1ccco1)N1CCCC1)c1cc(S(=O)(=O)N2CCCCC2)ccc1Cl (stereo not drawn)	-5	1	3	-9	0	-1
8	-20	-9	-79	O=C(Nc1cccc(S(=O)(=O)NCc2ccco2)c1)c1cc(-c2ccc(F)cc2)nc2ccccc12	7	-3	-3	4	-1	-18
-1	-14	-11	4	Cc1ccc(C)n1-c1ccccc1N1CCCCC1	8	0	-6	-10	-9	-8
-1	6	6	-9	Cc1ccc(-c2nc3ccsc3c(=O)[nH]2)cc1	18	-12	-2	-21	3	10*
-5	-4	-1	1	CC(C)(CO)CNC(=O)c1ccc2nc(Cc3cccc(Cl)c3)oc2c1	3	-5	-6	7	-1	-3
3	0	-2	0	CC[C@]12c3[nH]c4cc(CCC(=O)N(C)C)ccc4c3CCN1C(=O)[C@@H](CC(=O)NCC13CC4CC(CC(C4)C1)C3)C[C@@H]2C(=O)N1CCN(C(=O)C2CC2)CC1	-5	4	6	1	-1	0
0	-1	10	-13	Fc1ccc(C(CCCn2nnc(-c3cccnc3)n2)c2ccc(F)cc2)cc1	-3	3	-7	-2	5	-1
6	-8	0	3	CCN(CC)c1ccc(/C=N/N(c2ccccc2)c2ccccc2)c(O)c1	-2	-2	7	7	-1	-9
-11	-3	3	4	CC1=C(C(=O)OCc2ccccc2)C(c2ccc(C(C)(C)C)cc2)NC(=O)N1CCCCCC(=O)O (stereo not drawn)	-1	-3	-6	5	-2	-4
-9	-3	-3	5	Cc1c(C#N)c(SCC(N)=O)nc2c1CCCC2	20	3	1	9	-4	-2
-7	-10	-15	8	Cc1cccc(Cc2cnc(N3C(=N)SC(C)C3=O)s2)c1 (stereo not drawn)	-7	4	5	0	-19	-5
6	-3	-1	-3	CC(CCOC1=NS(=O)(=O)c2ccccc21)NC(=O)C(=O)Nc1ccccc1 (stereo not drawn)	-1	2	3	6	-2	-1
-5	-12	-5	-10	CCCc1ccc(-c2cc(C(=O)N3CCN(c4ccccn4)CC3)c3ccccc3n2)cc1	-14	1	-2	-4	2	2
5	-1	-11	-3	Cc1cccc(OCC(=O)Nc2cc(C)on2)c1	11	4	-2	2	-6	0
-16	6	-7	7	O=C1NC(=O)C(Cc2ccc(O)cc2)N1 (stereo not drawn)	8	5	1	4	-2	2
-3	0	-3	0	Cc1cccc(NC(=O)CCNS(=O)(=O)c2cccc3nonc23)c1C	9	12	8	-11	-5	0
-4	-9	-3	-1	Cn1c(=O)[nH]c(=O)c2c1nc(SCCO)n2CCCc1ccccc1	-7	1	0	8	-5	0

2 records drawn at random from those above:
ARFGAP1 inhibitor	PLC-beta3 inh	ADAM10 inh	SIAE inh	Molecule	ASAP1 inh	Tn7 DDE FP	Tn6 DDE FP	TDP2 inh	ADAM17 inh	PLC-gamma1 inh
-3	0	-3	0	Cc1cccc(NC(=O)CCNS(=O)(=O)c2cccc3nonc23)c1C	9	12	8	-11	-5	0
-9	-3	-3	5	Cc1c(C#N)c(SCC(N)=O)nc2c1CCCC2	20	3	1	9	-4	-2

Compounds were not picked by outcome, and some 3.6% of all compounds hit somewhere here.
